Bioassay records from PubChem.
S3 lipid droplet = qHTS Assay for Lipid Storage Modulators in Drosophila S3 Cells; 320,000 compounds, 0.64% hits; Drosophila S3 cells, BODIPY lipid droplet fluorescence, 18-24 h; cells fed with added oleic acid; lipid storage change, negative = inhibition, % at the top dose, mostly 46.1 µM; hits show Potency in µM; active = well fitted inhibition curve with a large enough effect in the signal ratio, with a control signal flat, not every such curve was filed as active; inconclusive = small, poorly fitted or top-dose-only effect, or effect the other way, or a change in a side signal; the % refers to the signal ratio
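Drosophila S3 cells got compounds at several concentrations plus oleic acid (400 uM solution). Laser-scanning cytometry with 488 nm excitation read lipid droplets at 500-530 nm and cells at 575-640 nm. Percent activity was relative to 20 uM Triacsin C.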
S3 lipid droplet cell count max = recorded beside S3 lipid droplet, whose call it bears; cell number change, %; measured here: cell count max response;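 cells counted by Cell Tracker Red CMTPX staining in the red channel; peak over a dose series mostly up to 46.1 µM; percent activity relative to internal control wells on each plate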
Starred values were filed as active, the others as inactive; i = inactive; ? = inconclusive; . = not tested or not shown. % is set by controls: 0 for no effect and ±100 for the full control effect; potency is the fitted concentration of half-maximal effect. Some of the compounds tested, so the mix of outcomes need not match the whole.

A first look (3 entries):
Each structure is followed by: S3 lipid droplet	S3 lipid droplet cell count max
> CCC(=O)c1c[nH]c(C(=O)N2CCN(c3ccccc3)CC2)c1
→ 2.4%	.
> c1ccc2sc(-c3ccncc3)nc2c1
→ ?	.
> CCOC(=O)Nc1ccc(OC)c([N+](=O)[O-])c1
→ ?	.

The listing, repeating the preview:
Each structure is followed by: S3 lipid droplet	S3 lipid droplet cell count max
> CCC(=O)c1c[nH]c(C(=O)N2CCN(c3ccccc3)CC2)c1
→ 2.4%	.
> c1ccc2sc(-c3ccncc3)nc2c1
→ ?	.
> CCOC(=O)Nc1ccc(OC)c([N+](=O)[O-])c1
→ ?	.
> CC(C)NS(=O)(=O)c1ccc(N2C(=O)c3ccccc3C2=O)cc1
→ ?	.
> CC1=NN(c2ccccc2)C(=O)C1(C)C
→ -5.2%	12.8
> CCOc1ccc(NC(C)=O)cc1[N+](=O)[O-]
→ -0.6%	0.9
> O=C(CSc1nccn1-c1ccccc1)Nc1ccc2c(c1)OCO2
→ ?	.
> Cc1ccccc1C(=O)Nc1nc(SCc2ccc(Cl)cc2)n[nH]1
→ -1.1%	-23.3
> COCC(=O)Nc1nnc(SCC(=O)N2C(C)CCCC2C)s1 (stereo not given)
→ i	22.5
> O=C(NC1CC1)[C@@H]1CSC2c3ccccc3C(=O)N21 (stereo not given in full)
→ ?	.
> COc1ccccc1C(=O)Nc1cccc(S(=O)(=O)N2CCCC2)c1
→ ?	.
> O=Cc1c(C(=O)O)n(CC(=O)O)c2ccccc12
→ -6.0%	0.2
> COc1ccc(-c2cccc(NS(=O)(=O)c3ccc([N+](=O)[O-])cc3)c2)nn1
→ i	-23.2
> COc1ccc(NC(=O)CC2Nc3cccc4cccc(c34)NC2=O)cc1 (stereo not given)
→ 7.1%	0.8
> CCOc1ccc(S(=O)(=O)N2CCC(C(=O)OCc3cccc(OC)c3OC)CC2)cc1
→ ?	.
> COc1ccc(NC(=O)[C@@]2(CC(=O)O)CC(/C=C/c3ccccc3)=NO2)cc1
→ ?	.
> COc1ccc(-c2cccc(C3CC=CC4C3C(=O)N(Cc3ccccc3)C4c3ccc4ccccc4c3)c2)cc1 (stereo not given)
→ 2.2%	20.8
> Cc1nnsc1C(=O)N1CCCC(Nc2ccc(C(C)C)cc2)C1 (stereo not given)
→ ?	.
> CC1(c2ccc3c(c2)OCO3)NC(=O)N(CC(=O)Nc2ccc(N3CCOCC3)cc2)C1=O (stereo not given)
→ i	11.1
> O=c1nc2n(c3ccc(Br)cc13)CCS2
→ 3.9%	0.7
> CCC(=NC(C)c1ccccc1)c1c(O)n(C)c(=O)n(C)c1=O (stereo not given)
→ ?	.
> CNc1nc(N)c(C(=O)C23CC4CC(CC(C4)C2)C3)s1
→ 2.3%	3.7
> COc1cc(/C=C(\C#N)C(=O)NCCc2ccccc2)cc(OC)c1O
→ ?	.
> Cc1ccccc1N(CC(=O)NCc1ccc2c(c1)OCO2)C(=O)C1CSC(=O)C1 (stereo not given)
→ ?	.
> CC(=O)c1ccc(NC(=O)Nc2ccc(NS(=O)(=O)c3ccc(C)cc3)cc2)cc1
→ -18.2%	.
> CSc1ccc(/C=N/NC(=O)c2cc(O)cc(O)c2)cc1
→ 6.4%	-11.9
> COc1ccc(CN(C(=O)c2oc3cc(C)c(C)cc3c2C)C2CCS(=O)(=O)C2)cc1OC (stereo not given)
→ ?	.
> CC(C)(CN1CCCC1)NS(=O)(=O)c1ccccc1
→ 6.5%	13.3
> CCCCCCCCNc1nc(Cl)nc(NCCN2CCOCC2)n1
→ 7.4%	10.6
> COc1cc(CN2CCN(Cc3cccc(OC)c3OC)CC2)cc(OC)c1
→ 8.0%	8.4
> CCCCCCCCNC(=O)/C(C#N)=C/c1ccc2c(c1)OCCO2
→ ?	.
> COc1cc(Cl)c(C)cc1NC(=O)CNC(C)c1ccccc1OC (stereo not given)
→ ?	.
> C[C@H]1CC[C@]2(O[C@H](CCO)C[C@@H](O)[C@@H]2O)O1
→ 4.0%	8.1
> OCCOCCn1c2ccccc2c2ccccc21
→ 9.7%	0.4
> CCOc1cc2[nH]c(=S)n(CCCN(CC)CC)c(=O)c2cc1OCC
→ 2.5%	-2.9
> COC(=O)C(Cc1ccc(O)cc1)NC(=O)CCOc1ccc(OC)cc1 (stereo not given)
→ -1.9%	.
> COCc1cc(=O)n2[nH]c(-c3ccccc3)cc2n1
→ -19.8%	-9.7
> O=c1[nH]cc(C(F)(F)F)cc1NS(=O)(=O)c1ccccc1[N+](=O)[O-]
→ 4.2%	-6.0
> O=C(NCc1cccs1)C1CCCN1C(=O)NC1CCCCC1 (stereo not given)
→ 4.2%	-9.8
> O=C(Nc1ccccc1NC(=O)c1ccco1)c1ccco1
→ 5.6%	-11.0
> Cn1c(/C=N/O)nc2ccccc21
→ ?	.
> C[C@H](NC(=O)COc1ccc(Cl)cc1)C(=O)N1CCC2(CC1)NCCc1[nH]cnc12
→ ?	.
> COc1cccc(/C=N/n2c(-c3cc(C)[nH]n3)n[nH]c2=S)c1O
→ 1.9%	-1.2
> O=C(O)C1CCCCN1S(=O)(=O)c1cccc2nsnc12 (stereo not given)
→ 3.8%	-3.0
> NS(=O)(=O)c1ccc(CCNC(=O)c2cc(-c3cc(Cl)ccc3O)n[nH]2)cc1
→ ?	.
> O=S(=O)(c1cccc(S(=O)(=O)N2CCC(N3CCCCC3)CC2)c1)N1CCOCC1
→ ?	.
> COc1ccccc1N1CCN(C(=O)C2CCN(S(=O)(=O)c3ccccc3F)CC2)CC1
→ ?	.
> CSCCC(NC(=O)c1ccccc1Cl)C(=O)NNC(=O)c1ccncc1 (stereo not given)
→ i	-2.6
> O=C(Nc1ccc(-c2nc3ccccc3s2)cc1)c1cc(-n2cnnc2)ccc1Cl
→ ?	.
> CC(=O)c1ccc(NC(=O)CN2CCN(S(=O)(=O)c3ccc4ccccc4c3)CC2)cc1
→ ?	.
> Nc1ncnc2nc(SCc3ccc(Cl)cc3Cl)[nH]c12
→ ?	.
> Cc1ccc(-n2c(Cc3cccn3C)nnc2SCC(=O)NCc2ccco2)cc1
→ ?	.
> CCN(C(=O)COC(=O)Cc1cccc2ccccc12)C1CCS(=O)(=O)C1 (stereo not given)
→ ?	.
> Cc1cc(C)n(CC(=O)N/N=C/c2ccc(C)o2)n1
→ ?	.
> CCc1ccc(N(CC)C(=O)c2cn(C)c(=O)c3ccccc23)cc1
→ -10.1%	-15.0
> Cc1cc(C)c[n+](-c2nc3ccccc3nc2C(=C=[N-])C#N)c1
→ ?	.
> CCN(CC(=O)Nc1ccc2c(c1)OCCO2)C(=O)CCc1ccc(OC)cc1
→ ?	.
> O=C(CSc1nc2ccccc2c(=O)n1CCC(=O)N1CCN(c2ccccc2)CC1)NCC1CCCO1 (stereo not given)
→ 1.3%	7.2
> O=C1NC(=O)/C(=C/c2ccc(N3CCOCC3)o2)N1
→ 2.2%	2.7
> Cn1c(=N)n(CC(=O)c2cccs2)c2ccccc21
→ ?	.

The listing continues.
Each structure is followed by: S3 lipid droplet	S3 lipid droplet cell count max
> CC1(C)C(c2ccco2)=[N+]([O-])C2(CCCCC2=O)N1O (stereo not given)
→ -4.9%	0.7
> COc1cc(NC(=O)NNC(=O)c2cc3occc3n2C)cc(OC)c1OC
→ ?	.
> CNC(=S)N/N=C(\C)c1ccc(N2CCOCC2)cc1
→ ?	.
> O=C(c1ccc(Oc2ccccc2)cc1)C1CCCN(C(=O)c2cnccn2)C1 (stereo not given)
→ ?	.
> CCOC(=O)c1sc(C)c2c1NC(C)(c1cccc3ccccc13)NC2=O (stereo not given)
→ i	.
> COc1ccc(-c2nnn(CC(=O)NC(=O)NC3CCCCC3)n2)cc1OC
→ i	9.1
> O=C(COC(=O)C1(c2ccc(F)cc2)CCCC1)N1CCN(C(=O)c2ccco2)CC1
→ 9.0%	-13.5
> COCCNC(=O)CSc1nc2ccccc2c(=O)n1CC1CCCO1 (stereo not given)
→ -25.4%	0.6
> O=C(NCc1ccccc1)c1ccc(-c2ccc(F)cc2)o1
→ ?	.
> c1ccc(CCCNCC2COc3ccccc3O2)cc1 (stereo not given)
→ 10.6%	19.8
> O=c1[nH][nH]c(=O)c2cc(N3CCCC3)ccc12
→ 6.9%	-1.3
> CCN1C(=O)CC(N2CCC(Nc3ccc(OC)cc3)CC2)C1=O (stereo not given)
→ ?	.
> COC(=O)C(=O)C/C(=N/Nc1ncnc2ccccc12)c1ccc(Cl)cc1
→ ?	.
> COc1cc(C(=O)Nc2nc3ccc4nc(C)sc4c3s2)cc(OC)c1OC
→ 4.3%	-8.3
> CCN(CC)CCn1c2ccc(F)cc2c2nc(C)sc21
→ ?	.
> O=C(COC(=O)c1ccccc1F)Nc1cc(S(=O)(=O)N2CCOCC2)ccc1N1CCCC1
→ ?	.
> COc1ccccc1NC1=C(N2CCCCC2)C(=O)c2ccccc2C1=O
→ i	-11.6
> Cc1nc2ccc(S(=O)(=O)NCC(=O)N(C)Cc3ccccc3)cc2s1
→ ?	.
> COc1cc(C)ccc1OCc1cc(C(=O)N2CCCCCCC2)no1
→ 14.2%	21.9
> CC1CN(C(=O)c2cc([N+](=O)[O-])cc([N+](=O)[O-])c2)CC(C)O1 (stereo not given)
→ ?	.
> CCCCCCn1nc(C(=O)N(CC(C)C)c2c(N)n(CCCC)c(=O)[nH]c2=O)c2ccccc2c1=O
→ ?	.
> O=C(Cn1cnc2cc([N+](=O)[O-])ccc2c1=O)NCCc1ccc(F)cc1
→ 20.1%	.
> Cc1cccc(NC(=O)C2C3CCC4C(CCC32)C4(Cl)Cl)c1 (stereo not given)
→ ?	.
> Cc1c(C(=O)O)c(=S)sn1CCOc1ccccc1
→ -6.6%	-5.8
> Cn1nnnc1SCCNC(=O)C1CCC(=O)N(Cc2ccccc2F)C1 (stereo not given)
→ 0.4%	-6.8
> CCn1cc(C(=O)N[C@H](C(=O)O)C(C)C)c(=O)c2cc3c(cc21)OCO3
→ -3.7%	16.7
> CCOC(=O)c1ccc(NC(=O)Cn2cccc2)cc1
→ ?	.
> Cc1ccc(C(=O)NNC(=O)CSc2nnc(-c3ccncc3)n2-c2ccc(C)cc2)cc1
→ ?	.
> CSc1ccc(/C=C2\C(=N)N3N=C(CC(=O)N4CCOCC4)SC3=NC2=O)cc1
→ i	-13.0
> Cc1nnc(NC(=O)c2ccc3c(c2)C(=O)N(CCC(C)C)C3=O)s1
→ ?	.
> COc1ccc2nc3oc(C(=O)N4CCN(c5ccccc5F)CC4)cc3cc2c1
→ i	.
> CCCCOc1ncnc2c1[nH]c1ccc(F)cc12
→ ?	.
> COc1ccc(CC(NC(C)=O)C(=O)NC2CCN(C(=O)C3CCCCC3)CC2)cc1OC (stereo not given)
→ ?	.
> CCOC(=O)C(NCc1ccccn1)(NC(=O)c1cccnc1)C(F)(F)F (stereo not given)
→ i	-16.8
> Cc1ccccc1C(=O)NNC(=O)/C=C\C(=O)O
→ -20.3%	-9.5
> Cc1ccc2nc(NC(=O)CN3C(=O)NC4(CCCCC4)C3=O)sc2c1
→ 13.3%	17.3
> Cc1cc(Br)cc(Br)c1OCC(=O)NNC(=O)CCC(=O)NCc1ccccc1
→ ?	.
> O=C(CSc1n[nH]c(-c2ccccc2O)n1)N1CCCc2ccccc21
→ -0.2%	.
> COc1ccc(CNC(=O)CNC(c2ccccc2)c2ccccc2)cc1OC
→ ?	.
> CCOC(=O)/C(=C/C=C1\Sc2cc(C)c(C)cc2N1CC)C(C)=O
→ ?	.
> CC(C)(Oc1ccc(Cl)cc1)C(=O)NC1CC1
→ ?	.
> Cc1ccc(C2CC(=O)Nc3cc4c(cc32)OCCO4)s1 (stereo not given)
→ ?	.
> O=C(NCc1ccco1)C(c1ccccc1F)N(Cc1cccnc1)C(=O)Cn1nnc2ccccc21 (stereo not given)
→ 18.6%	0.8
> O=C(COc1ncnc2sccc12)Nc1cccc(S(=O)(=O)N2CCOCC2)c1
→ ?	.
> Cc1nc2ncc(Br)cc2[nH]1
→ ?	.
> CCOc1ccc(C(=O)NCC(=O)OCCCC(=O)c2ccc(F)cc2)cc1OCC
→ ?	.
> Cc1nn2c(-c3ccccc3)nnc2c2ccccc12
→ ?	.
> Cc1ccc(NC(=O)C(C)OC(=O)CCC2CCCCC2)cc1 (stereo not given)
→ ?	.
> COC(C[C@@H](O)CC(=O)COCc1ccccc1)OC
→ -11.7%	1.5
> COc1ccc(N(CC(=O)NCc2ccccc2)C(=O)CCC(=O)Nc2cc(C)ccn2)c(OC)c1
→ ?	.
> CCOC(=O)c1c(C)[nH]c(C)c1C(=O)COC(=O)c1ccc(Cl)c(S(N)(=O)=O)c1
→ ?	.
> COc1ccc(-c2nc(SCC(=O)NC3CCCCC3)n[nH]2)cc1
→ i	-21.7
> CCCS(=O)(=O)N1CCCC(C(=O)NCc2ccco2)C1 (stereo not given)
→ ?	.
> COc1cc2c(cc1NCc1ccc3c(c1)OCO3)oc1ccccc12
→ 11.2%	16.7
> C1CCN(C2CCN(c3nc4nonc4nc3N3CCSCC3)CC2)C1
→ 5.4%	15.3
> Cn1c(=O)oc2cc(S(=O)(=O)NCc3ccc(C(=O)O)cc3)ccc21
→ ?	.
> Cc1nccn1CCCNC(=O)CC1C(=O)NCCN1Cc1ccc(F)cc1Cl (stereo not given)
→ ?	.
> O=C(C1=NNCC1c1ccccc1)C1CO1 (stereo not given)
→ 8.3%	5.9

Some of these compounds in order of the S3 lipid droplet value, descending:
mol,S3 lipid droplet
C1CCN(C2CCN(c3nc4nonc4nc3N3CCSCC3)CC2)C1,5.4%
O=c1nc2n(c3ccc(Br)cc13)CCS2,3.9%
COC(=O)C(Cc1ccc(O)cc1)NC(=O)CCOc1ccc(OC)cc1 (stereo not given),-1.9%
CC1=NN(c2ccccc2)C(=O)C1(C)C,-5.2%
